PTHR1 agonist: agonists of human PTHR1 parathyroid hormone receptor; HEK293 GP2 PTHR1 cells, GloSensor cAMP luminescence, 1 h; Potency, µM (doses to about 115 µM), for the others: top-dose activation, actives largely listed as activators; 410,000 tested, 0.075% active; also: potency is read from the fitted curve at half-maximal effect; nearly all actives have a fitted effect of over 55% in size; some results filed as inactive show a strong effect at the top dose; inactives centre near -15; many of its hits are not listed in these tables
Target sequence (Q03431 whole entry, looked up): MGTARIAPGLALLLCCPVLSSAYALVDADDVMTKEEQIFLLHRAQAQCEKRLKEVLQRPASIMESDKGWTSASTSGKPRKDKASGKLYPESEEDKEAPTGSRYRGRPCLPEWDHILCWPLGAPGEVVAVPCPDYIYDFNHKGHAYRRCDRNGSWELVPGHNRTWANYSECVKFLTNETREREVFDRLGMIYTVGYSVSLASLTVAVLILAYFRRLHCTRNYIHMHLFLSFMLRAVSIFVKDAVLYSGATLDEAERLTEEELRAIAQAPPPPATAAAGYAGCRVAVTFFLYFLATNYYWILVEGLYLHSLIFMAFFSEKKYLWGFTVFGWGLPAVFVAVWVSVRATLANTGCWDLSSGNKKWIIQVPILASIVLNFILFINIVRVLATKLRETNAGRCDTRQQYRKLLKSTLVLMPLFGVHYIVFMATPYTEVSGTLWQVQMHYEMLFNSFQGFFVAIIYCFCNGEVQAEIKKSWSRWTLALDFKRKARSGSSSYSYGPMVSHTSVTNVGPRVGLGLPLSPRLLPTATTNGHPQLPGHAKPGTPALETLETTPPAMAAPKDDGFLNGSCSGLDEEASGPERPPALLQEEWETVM
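HEK-293-derived GP2 cells expressing PTHR1 and a GloSensor cAMP reporter, 3,000/well, plated overnight, given luciferin plus IBMX (each 0.5 mM as added) for 1 h at 37 °C, then compound for 1 h at 37 °C. Luminescence was read after 15 min at room temperature.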
PLK1 PBD block: PLK1 (human) polo-box domain binding inhibition. P53350. Plk1 PBD binding of FITC phosphopeptide, fluorescence polarization. Potency, µM, inactives show max response, negative = inhibition, most hits filed as inhibitors. 360,000 tested, 2.8% active; also: potency is read from the fitted curve at half-maximal effect; series mostly up to about 57 µM; % is scaled to controls: 0 for no effect and ±100 for the full control effect; nearly all actives have a fitted effect of over 65% in size
HEK293 tox: cytotoxicity counter-screen for GLP-1 receptor inverse agonists. Potency, µM (highest dose often 38.3 µM), for the others: at the top dose activity change, negative = inhibition, most hits filed as inhibitors. 410,000 tested, 0.13% active. AID 624418. HEK293 cAMP-luciferase reporter cells, luminescence, 24 h;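 also: loss of luciferase light is scored as toxicity; potency is read from the fitted curve at half-maximal effect; % is scaled to controls: 0 for no effect and ±100 for the full control effect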
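Cells in DMEM/10% Nu serum/1% pen-strep, 1536-well format. Pre-incubated 12 h, dosed with 23 nL compound, incubated a further 24 h. Luciferase detection, 12 min at room temp, luminescence.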
GLP1R ag: GLP-1 receptor (human) agonism; P43220; HEK293 GLP-1R CRE-luciferase, luminescence, 4-6 h; cells express a hypersensitive GLP-1R form; Potency, µM (doses to about 45.6 µM), inactives show top-dose activation, most hits filed as activators; 380,000 tested, 0.007% active; also: potency is read from the fitted curve at half-maximal effect; % of control where 0% means no effect
Target sequence (P43220 whole entry, looked up): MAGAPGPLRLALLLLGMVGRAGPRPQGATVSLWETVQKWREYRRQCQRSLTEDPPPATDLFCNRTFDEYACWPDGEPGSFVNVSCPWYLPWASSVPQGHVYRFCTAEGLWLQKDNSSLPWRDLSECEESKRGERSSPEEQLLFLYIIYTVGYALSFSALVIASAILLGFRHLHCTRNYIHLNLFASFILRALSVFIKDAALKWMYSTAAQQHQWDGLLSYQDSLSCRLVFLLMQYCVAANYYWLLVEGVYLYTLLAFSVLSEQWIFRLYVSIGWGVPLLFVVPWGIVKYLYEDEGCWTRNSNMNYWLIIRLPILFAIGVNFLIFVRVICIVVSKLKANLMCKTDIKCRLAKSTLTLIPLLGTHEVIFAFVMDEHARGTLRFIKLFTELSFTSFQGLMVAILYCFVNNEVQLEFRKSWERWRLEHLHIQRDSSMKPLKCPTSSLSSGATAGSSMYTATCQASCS
EPAC1 agonist: activates human EPAC1 exchange factor | Potency, µM (top dose mostly 154 µM), for inactives: top-dose activation, actives largely listed as activators | AID 720707 | EPAC1 agonist qHTS, biochemical assay; response scale: 100% = response to 6.5 mM cAMP | 360,000 tested, 0.073% active; also: potency is read from the fitted curve at half-maximal effect; nearly all actives have a fitted effect of over 60% in size
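Multi-concentration qHTS readout: loss of Rap1B-bound BODIPY-GDP fluorescence driven by 100 nM EPAC1 with excess GDP (50 uM), monitored kinetically at room temperature; agonist response expressed relative to 6.5 mM cAMP.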
EPAC1 antag: EPAC1 (human) antagonism. AID 720709. O95398. Potency, µM (doses to about 115 µM), for inactives: at the top dose activity change, negative = inhibition, hits mostly inhibitors. 360,000 tested, 0.14% active. EPAC1 GEF assay, Rap1b-BODIPY-GDP exchange fluorescence;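 also: potency is read from the fitted curve at half-maximal effect; plate controls were vehicle for no effect and positive control for full effect; nearly all actives have a fitted effect of over 50% in size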
PI5P4K alpha inh: blocks human PI5P4K alpha kinase activity; P48426; PI5P4Kalpha enzyme, ADP-Glo luminescence, 60 min; active compounds read low; max response, %; 330,000 tested, 1.2% active; active = max response of -50% or lower; inconclusive = between -30% and -50%; inactive = -30% or higher; also: value at the top dose of about 77 µM; % is scaled to controls: 0 for no effect and ±100 for the full control effect
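Quantitative HTS of the MLSMR library against PI5P4Kalpha with substrate. ATP added last at 5 microM final; room temperature, 60 minutes. Remaining ATP depleted, ADP converted and read as luminescence.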
GLP-1R inv ag: inverse agonists of human GLP-1 receptor; P43220; HEK293 GLP-1R CRE-luciferase, luminescence, 24 h; GLP-1R form is constitutively active; Potency, µM (titrated, usually from 38.3 µM), inactives show top-dose activity change, negative = inhibition, most hits filed as inhibitors; 410,000 tested, 1.6% active; AID 624417; also: potency is read from the fitted curve at half-maximal effect; % is scaled to controls: 0 for no effect and ±100 for the full control effect; nearly all actives have a fitted effect of over 55% in size
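Readout was luciferase luminescence, measured 12 min after detection reagent at room temperature. Beforehand, GLP-1R reporter HEK293 cells had sat 12 h, then received compounds for 24 hr at 37 deg C.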
IL-2 act: IL-2 activation; activation, % (series mostly up to about 46 µM); 360,000 tested, 0.065% active; IL-2 activation reporter assay, cell-based qHTS; stimulated with anti-CD3/CD4/CD28 beads; in transgenic mouse T cells; in the data active = activation above about 50%; inconclusive = mostly about 30% to 49%; also: 0% is about no effect
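Screening format: compound pinned onto unstimulated transgenic mouse T cells, 60 min incubation, then anti-CD3/anti-CD4/anti-CD28 bead stimulation for 18 hours at 37 degrees C, followed by EGFP and DsRed detection.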
* marks the source's active call; other numbers are inactive results; i = inactive; ? = inconclusive; · = not tested or not shown; & = joins results of further samples; [ ] = remark or other dose. Unless noted, calls follow the shape of the dose curve; as a rule, active = well fitted curve in the direction sought with a large enough effect; inconclusive = small, poorly fitted or top-dose-only effect, or another doubt; inactive = no such curve, though single readings can be large; an effect the other way counts as inactive or inconclusive. Only part of the results is shown, so the mix of outcomes need not match the whole.

SMILES	PTHR1 agonist	PLK1 PBD block	HEK293 tox	GLP1R ag	EPAC1 agonist	EPAC1 antag	PI5P4K alpha inh	GLP-1R inv ag	IL-2 act
Cc1ccc(-n2ncc3c(NCC4CCCO4)ncnc32)c(C)c1 (configuration not stated)	-16%	-8%	-2%	4%	0%	-3%	-6	-7%	0.9
CCc1ccc(C(=O)c2cn(CC(=O)Nc3ccc(C)c(C)c3)c3ccccc3c2=O)cc1	-19%	·	-3%	-3%	·	·	·	-34%	·
CN(C)CCCN(C(=O)CCOc1ccccc1)c1nc2c(F)cccc2s1	?	?	?	-5%	-3%	1%	1	?	-5.4
Cc1ccc(OCC(=O)Nc2c(Cl)ccc3nsnc23)cc1C	-14%	·	5%	5%	·	·	·	-17%	·
O=C(NCCc1ccccc1)C1CC1	-22%	0%	-9%	3%	-6%	-5%	0	1%	-2.2
CC(=O)NC(CCS(C)(=O)=O)C(=O)N1CCc2ccccc21 (configuration not stated)	i	-4%	-20%	0%	-4%	-1%	·	-15%	-1.6
COC(=O)C(NC(=O)CCc1c(C)nc2c(c(C)nn2-c2ccccc2)c1C)C(C)C (configuration not stated)	12%	-10%	-8%&21%	-2%	3%	?	-3	-19%&2%	5.4
COc1ccc(S(=O)(=O)N2CCCCC2)cc1C(=O)N1CCCC1	i	7%	0%	-1%	-2%	-1%	-4	13%	-1.0
CCOC(=O)c1cnc2c(-c3cccc(Br)c3)cnn2c1C	i	-6%	2%	-3%	-3%	?	2	41%[activator]	-1.3
COc1ccc(-c2csc(N3N=C(C)C(C)C3=O)n2)cc1 (configuration not stated)	-15%	-9%	5%	8%	-3%	-1%	-7	?	-0.6
Cc1ccccc1-n1ncc2c(SCC(=O)NCc3cccs3)ncnc21	-19%[57.5 µM]	-4%	?	1%	3%	7%	5	10µM*	-0.1
O=[N+]([O-])c1cc(C(F)(F)F)ccc1NCC1CCCO1 (configuration not stated)	-39%[inhibitor]	6µM*	-12%	1%	-4%	-14%	-25	13%	0.5
CN(CCOc1ccccc1)C(=O)C1CCC(=O)N(CCCN2CCCC2=O)C1 (configuration not stated)	-7%	-18%	-2%	-1%	5%	10%	-2	11%	-2.5
CS(=O)(=O)c1ccc(C(=O)OCC(=O)NC(=O)C2COc3ccccc3O2)cc1[N+](=O)[O-] (configuration not stated)	-9%	-13%	-12%	-1%	-2%	-9%	-11	14%	0.5
CC(C)C[C@H](NC(=O)c1nc[nH]c1C(=O)NCC(=O)OCc1ccccc1)C(=O)OC(C)(C)C	i	-1%	-3%	-5%	-26%	-23%	12	?	-0.2
Cc1ccc(C2NC(=O)c3n[nH]c(-c4cccs4)c32)cc1 (configuration not stated)	-66%[inhibitor]	·	-7%	-1%	·	·	·	38%[activator]	·
CCc1nnc(NC(=O)CSc2nc(-c3ccccc3)c(-c3ccccc3)o2)s1	i	-2%	-2%	1%	-2%	-2%	3	7%	1.2
COC(=O)Nc1nnc(Cc2ccccc2)s1	i	-6%	14%	9%	9%	4%	·	0%	-0.9
COc1ccc(-n2c(NN)nc3sc4c(c3c2=O)CCCC4)cc1	i	-6%	?	3%	14%	3%	8	?	-1.3
CCN(CC)S(=O)(=O)c1cccc(-c2nnc(SCC(=O)N3CCC(C(=O)O)CC3)n2N)c1	6%	-8%	-5%	2%	1%	-6%	0	2%	0.7
Cc1ccc(-c2csc3ncnc(-n4nnc5ccccc54)c23)cc1C	-7%	-3%	-3%[1.53 µM]	3%	28%	4%	2	?	-0.4
CCN(CC)c1ccc(N=Cc2c(C)[nH]c3ccccc23)cc1	i	-8%	?	-4%	-12%	1%	7	?	-0.5
O=C(NC1CCCCC1)c1cc2cc(Br)ccc2o1	-29%	7%	-12%	24%	1%	-10%	3	-30%	5.3
COc1ccc2c(c1)CCN=C2Cc1ccc(OC)c(OC)c1	5%	-17%	2%	1%	3%	4%	-7	-5%	-3.8
O=C(N1CCOCC1)C1(c2ccccc2)CCCCC1	i	-9%	-21%	-11%	5%	6%	·	0%	2.7
COc1ccc(NC(=O)CSc2nnc3c4c(nc(-c5ccccc5)n23)CC(C)(C)OC4)cc1	-29%	-9%	6%	-5%	-18%	5%	4	-26%	0.2
CC(C)(C)c1ccccc1NC(=O)CSc1nc(-c2cccs2)cc(C(F)(F)F)n1	-31%[inhibitor]	·	1%	1%	·	·	·	-8%	·
N/C(=N\OC(=O)CCCN1C(=O)c2ccccc2C1=O)c1ccc(Cl)cc1	-10%[57.5 µM]	-13%	5%	0%	4%	2%	-4	1%	-0.2
O=C(CC1NC(=O)NC1=O)NC1(C(=O)NC2CCCCC2)CCCCC1 (configuration not stated)	-1%	1%	-15%	-9%	5%	-13%	11	20%	1.7
CC(C)(C)NC(=O)C(=O)NNC(=O)c1ccccc1Br	i	0%	-7%	0%	7%	-9%	0	-14%	0.9

Marked active in PLK1 PBD block (from the list above):
mol,PTHR1 agonist,PLK1 PBD block,GLP1R ag,EPAC1 agonist,EPAC1 antag,PI5P4K alpha inh,GLP-1R inv ag,IL-2 act
O=[N+]([O-])c1cc(C(F)(F)F)ccc1NCC1CCCO1 (configuration not stated),-39%[inhibitor],6µM*,1%,-4%,-14%,-25,13%,0.5

Further compounds
SMILES	PTHR1 agonist	PLK1 PBD block	HEK293 tox	GLP1R ag	EPAC1 agonist	EPAC1 antag	PI5P4K alpha inh	GLP-1R inv ag	IL-2 act
Cc1ccc(S(=O)(=O)NC(=O)Nc2ccc(Cl)cn2)cc1	-3%[57.5 µM]	-4%	1%	1%	11%	8%	·	17%	-0.3
CN(C)S(=O)(=O)c1ccc(NC(=O)c2cccnc2)cc1	-3%[57.5 µM]	1%	-2%	3%	4%	19%	-14	8%	-0.6
Cc1ccc(Cl)cc1N1CCN(C(=O)C2CCCN(S(=O)(=O)c3cnc[nH]3)C2)CC1 (configuration not stated)	-1%	-6%	0%	4%	-14%	-13%	1	-29%	-1.8
CC(C)OC(=O)c1cc2c(ccn2C)n1CC(=O)N1CCC(Cc2ccccc2)CC1	-12%	-18%	?	-1%	-1%	-6%	9	?	-2.7
CCN(CC(=O)NCc1cccs1)C(=O)c1ccc(S(=O)(=O)N(C)C)cc1	1%	0%	6%	6%	-3%	-11%	22	14%	0.5
CC1CCN(CC(=O)Nc2ccccc2C(=O)c2ccccc2)CC1	i	-16%	18%	?	0%	-19%	11	?	-3.3
Cc1ccccc1NC(=O)CSC(N)=O	i	?	11%	1%	9%	-22%	1	-4%	-0.8
O=c1c(Cl)c(N2CCN(c3ccc(F)cc3)CC2)cnn1-c1nc2ccccc2s1	-6%	-1%	-17%	-12%	5%	0%	4	3%	0.6
CC(=O)N(C)N1c2ccccc2CCc2ccccc21	i	2%	3%	9%	-2%	-7%	-1	?	2.2
CCn1c(SCC(=O)N/N=C/C(C)=C/c2ccco2)nnc1-c1ccccc1	i	-15%	-7%	2%	4%	-9%	·	-2%	1.2
O=[N+]([O-])c1ccc2nc(SCc3cn4cc(Cl)ccc4n3)[nH]c2c1	i	-29%	-13%	9%	4%	-20%	-8	1%	-3.7
CCOc1ccc(-n2ccc(=O)c(C(=O)Nc3ccc(S(=O)(=O)Nc4ncccn4)cc3)n2)cc1	-18%	-8%	-4%	5%	1%	-1%	-3	19%	-2.1
CC[C@H]1C/C=C\Cc2ccccc2[C@H](C(=O)C[C@@H](O)CC(C)=O)OC1=O	-16%	-6%	-4%	3%	-11%	?	1	-9%	-0.4
O=C1NC(=O)C(Cc2c[nH]c3ccccc23)N1 (configuration not stated)	i	-6%	?	1%	3%	5%	-1	4%	-1.3
O=C(CCCN1C(=O)/C(=C/c2cccc(Br)c2)SC1=S)NCCCN1CCOCC1	i	-29%	?	-8%	-5%	-24%	-5	?	-4.3
NS(=O)(=O)c1ccc(CCNS(=O)(=O)c2ccc(Cl)cc2)cc1	-31%	-11%	1%	-7%	5%	-6%	6	6%	-2.5
COC(=O)CCC(=O)OC1(C)C(=O)C2=CN(Cc3ccc(OC)cc3)C(c3ccc(OC)cc3)=CC2=C(Br)C1=O (configuration not stated)	i	?	-15%	2%	9%	3%	-13	3%	-0.4
CC(=O)NC(C)c1cc(F)c2cccnc2c1O (configuration not stated)	-22%	·	·	0%	-7%	-6%	·	·	0.4
Cc1ccc(C(=O)COc2ccccc2N2C(=O)c3ccccc3C2=O)cc1	i	-8%	8%	4%	10%	1%	-4	24%	3.3
Cc1ccc(CNC(=O)c2ccccc2N)cc1	i	-1%	5%	10%	-2%	5%	·	-11%	-2.0
O=C(NC(=S)NCCc1ccccn1)c1ccco1	i	-7%	-12%	10%	-6%	-5%	-6	12%	-0.5
Cc1cc(C=O)c(O)cc1O	-33%[inhibitor]	0%	-8%	-5%	5%	-13%	-18	16%	-0.1
c1ccc(COc2ccc(OCCCNC3CCCC3)cc2)cc1	-15%	-8%	?	0%	-10%	-1%	0	?	-3.4
CC(C)(C)NC(=O)C1(C)CCC(=O)N1CCCn1ccnc1 (configuration not stated)	-16%	0%	0%	-7%	-3%	1%	1	-6%	1.2
COc1ccc(S(=O)(=O)c2ccc(OC)cc2)cc1	-2%[57.5 µM]	-14%	78%[activator]	4%	7%	-7%	9	5%	-0.9
O=C1N/C(=N/S(=O)(=O)c2ccccc2)S/C1=C/c1cccnc1	-42%[inhibitor]	-21%	-15%	1%	-6%	-11%	-57*	-1%	-3.2
CC1=C2C(=O)OC(c3ccoc3)C2(C)CCC1 (configuration not stated)	-12%	-2%	-5%	15%	0%	7%	7	-17%	0.0
O=C(NNC(=O)c1cccnc1)Nc1ccc([N+](=O)[O-])cc1	i	-9%	-6%	-1%	8%	-21%	5	-5%	-5.3
COc1ccc(N2C(=O)C(Cl)=C(Nc3c(C)n(C)n(-c4ccccc4)c3=O)C2=O)cc1	i	24µM*	0%	11%	7%	2%	·	1%	-0.6
CN(C(=O)c1cccnc1)c1nnc(-c2cnccn2)s1	i	0%	-9%	-11%	1%	-9%	1	14%	-1.1
COCC(=O)NC1CCN(C(=O)NCc2ccccc2)CC1	1%[57.5 µM]	0%	7%	-10%	-2%	-2%	-2	9%	0.8
